Efa HMGR inh: blocks class II HMG-CoA reductase of Enterococcus faecalis. purified E. faecalis HMGR, NADPH absorbance 340 nm kinetic. inhibition, % at 10 µM. actives 0.41% (n = 190,000). AID 1066;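 active = inhibition above a set limit, the median over all tested compounds plus 3 SD, cut at about 9.5% in these data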;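 also: enzyme runs in reverse so mevalonate oxidation gives rising NADPH absorbance; 0% = complete reaction with DMSO and 100% = background rate lacking mevalonate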
STAT1 act: increases IFN-gamma driven STAT1 reporter signal; NIH 3T3 STAT1-luciferase reporter, luminescence; 100% = IFN-gamma alone, no compound; activation (% of control), % at 5.5 µM; actives 2.6% (n = 200,000);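 active = activation above the screen-wide mean activation plus 3 SD, cut at about 130% in these data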;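 also: raw ratio to IFN-gamma control signal so 100% means no change and 0% no light; values of inactives mirror those of a sister screen read the other way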
Redox H2O2 prof: compounds producing H2O2 with reducing agent – biochemical, NIH compound library profiling, artefact control for MLSCN library redox annotation, primary screen | DTT-dependent redox cycling H2O2, phenol red/HRP absorbance; 100% = 100 µM peroxide control, 0% = buffer | activation, % at 10 µM | actives 0.03% (n = 200,000);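 active = activation of at least 50% relative to the plate's high and low controls in the primary single-dose screen; inactive = activation below 50%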;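 also: compound incubated with DTT at 0.8 mM final as the reducing agent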
APP 5'UTR act: APP 5'UTR luciferase reporter activation. SH-SY5Y APP 5'UTR luciferase reporter, luminescence; zero percent = DMSO vehicle wells. activation, % at 2 µM. actives 1% (n = 190,000);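 active = activation above a set limit, based on mean plus 3 SD of controls, cut at about 140% in these data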; also: values of inactives mirror those of a sister screen read the other way
FLuc stim CS: affects firefly luciferase, flagging false hits in luciferase stimulation screens | P08659 | ATPlite luciferase biochemical, luminescence, 10 min; 0 = ATP-free wells, 1 = DMSO control | activation factor at 10 µM | 200,000 tested, under 10 active;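 active = luciferase activation factor, scaled between plate controls, of at least 2 with compound at 10 µM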
Target sequence (P08659 whole entry, looked up): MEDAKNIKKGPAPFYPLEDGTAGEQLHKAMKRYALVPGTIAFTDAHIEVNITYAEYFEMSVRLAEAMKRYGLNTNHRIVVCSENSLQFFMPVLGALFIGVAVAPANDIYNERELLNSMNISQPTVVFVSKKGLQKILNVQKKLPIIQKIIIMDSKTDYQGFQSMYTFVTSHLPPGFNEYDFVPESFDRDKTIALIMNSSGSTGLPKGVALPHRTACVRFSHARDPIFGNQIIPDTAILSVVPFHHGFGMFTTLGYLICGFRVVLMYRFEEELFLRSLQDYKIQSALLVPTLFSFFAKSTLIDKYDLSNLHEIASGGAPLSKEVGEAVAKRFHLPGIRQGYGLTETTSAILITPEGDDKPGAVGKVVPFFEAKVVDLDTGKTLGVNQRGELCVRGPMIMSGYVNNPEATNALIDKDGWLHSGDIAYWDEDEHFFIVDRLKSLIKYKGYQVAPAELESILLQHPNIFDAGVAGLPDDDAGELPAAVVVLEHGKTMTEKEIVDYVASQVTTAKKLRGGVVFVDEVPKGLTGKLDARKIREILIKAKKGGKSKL
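System: Luciferase/luciferin detection reagent, cell-free biochemical luciferase assay | Medium: PBS buffer for ATP | Dosing: Test compounds dosed from 2 mM stocks in 100% DMSO | Timing: 10 min at ambient temperature | Signal: Luminescence measurement of luciferase light output | Evaluation: Luciferase activation, seen as luminescence increase over controls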
APP 5UTR inh: APP translation inhibition. SH-SY5Y APP 5'UTR-luciferase reporter, luminescence. actives 0.82% (n = 190,000). inhibition, % at 2 µM;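 active = inhibition above a set limit, derived from the sample mean plus 3 SD, cut at about 45% in these data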; also: values of inactives mirror those of a sister screen read the other way
G6PDH counter: counter-screen for G6PDH assay hits: L. mesenteroides G6PDH inhibition; actives 0.12% (n = 200,000); Purified L. mesenteroides G6PDH, diaphorase/resazurin coupled fluorescence, 45 min; inhibition, % at 5 µM; in the data active = inhibition above about 50%
NF-kB expr up: NF-kB expression increase, human neuronal cells | NF-kB reporter expression; active compounds read high | fold change at 12.5 µM | actives 1.6% (n = 190,000) | AID 1239; in the data active = fold change above about 3.3
FLuc inh counter: Photinus pyralis luciferase inhibition counter-screen. P08659. ATPLite firefly luciferase biochemical luminescence, 10 min. inhibition, % at 10 µM. actives 1.5% (n = 200,000);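 active = inhibition above about 50% when tested at 10 µM, limit read from the data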
Hsp70 act: switches on Hsp70 transcription. actives 0.04% (n = 200,000). activation, % at 10 µM. HeLa Hsp70 promoter luciferase reporter, luminescence; scaled: vehicle 0, proteasome-inhibitor control 100%. AID 1203;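 active = activation above the mean across all tested compounds plus 3 SD, cutoff set per campaign, cut at about 5.5% in these data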;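 also: 100% = MG132 at 30 µM as the positive control and 0% = DMSO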
* = called active by the depositor; . = not tested or not shown.

SMILES	Efa HMGR inh	STAT1 act	Redox H2O2 prof	APP 5'UTR act	FLuc stim CS	APP 5UTR inh	G6PDH counter	NF-kB expr up	FLuc inh counter	Hsp70 act
Cc1cc(C(C)(C)C)oc1C(=O)N(CC(=O)NC1CCCC1)c1c(C)cccc1C	5	100	1.8	4	1.1	-4	4	0.9	-6	-0.4
COc1ccc(-c2nc3c(c4nnc(SC(C)C(=O)Nc5ccccc5)n24)COC(C)(C)C3)cc1 (centres undefined)	-5	108	0.1	32	1	-32	-23	1.1	1	-0.5
CSc1nc2c(cc1C#N)CCCCC2	-9	93	-0.5	13	1	-13	-2	0.97	0	0.2
CCCCCc1c(O)nc(SCCN(CC)CC)[nH]c1=O	-4	104	0.5	0	1	0	2	1.1	-5	-0.4
Nc1nnc(-c2cccc([N+](=O)[O-])c2)s1	-2	105	-0.1	3	1	-4	0	0.91	-1	0.3
Cc1ccc(-c2nc(=S)c3c(n2Cc2ccco2)CC(C)(C)OC3)cc1	2	99	-0.1	-3	1	3	10	1.4	-2	-0.7
O=C(c1ccco1)N1C(=O)c2cccc3c(S(=O)(=O)N4CCCC4)ccc1c23	-1	100	1.8	-7	1.2	7	10	1.2	-18	-0.3
Cc1ccc(S(=O)(=O)c2nc(-c3cccs3)oc2NCCCN(C)C)cc1	0	100	-0.1	10	1	-10	4	1.1	-3	-0.2
COc1cccc2sc(Nc3nnc(-c4ccccc4Cl)o3)nc12	-8	105	-2.2	-85	0.8	85*	-83	1.9	15	0.5
O=C(NCCOc1ccccc1)c1ccccc1NC(=O)C1CCCO1 (centres undefined)	-7	107	11	132	1	-132	7	2.8	-4	-0.2
CCC(C)(C)NC(=O)C(c1ccc(C)cc1)N(CC1CCCO1)C(=O)CNC(=O)c1cccs1 (centres undefined)	1	95	-2.2	1	1	-1	15	0.74	-3	0.0
Cc1cc(C)cc(NC(=S)NCc2ccc(F)cc2)c1	-10	91	0.3	4	1.1	-4	2	1.1	-6	-0.2
Cc1c(C(=O)NC(C)CN2CCCCC2)oc2ccccc12 (centres undefined)	-3	103	3.6	6	1.1	-6	18	1	-9	0.4
O=C(COC(=O)c1ccc(Cl)c([N+](=O)[O-])c1)Nc1ccccc1OC(F)F	0	96	-0.2	3	1.1	-3	16	1.1	-8	-0.2
CCCOc1ccc(N2C(=O)CC(SCCc3nc4ccccc4[nH]3)C2=O)cc1 (centres undefined)	-1	83	0.0	10	1	-10	5	1.8	-2	-0.4
Cc1cc(NC(=O)CCC(=O)N(c2ccc(F)cc2)C2(C(=O)NC3CCCCC3)CCCC2)no1	-5	94	0.7	8	1	-8	16	1	0	-0.3
O=C(CN(C(=O)CNS(=O)(=O)c1ccccc1)c1ccc2c(c1)OCCO2)NCc1ccco1	5	104	-0.9	-6	1.1	6	-2	1.3	-6	-0.1
Cc1ccc(Cl)cc1N1CCN(C(=O)COc2ccc3c(c2)CCC3)CC1	-3	98	0.7	-17	1	17	-16	1	-5	-0.3
COc1ccc(NC(=O)Cn2c(=O)n(Cc3ccco3)c(=O)c3ccccc32)cc1	2	94	-2.3	26	1.1	-26	2	0.93	-6	-0.1
Cc1cccc(N2CCN(C(=O)CSCc3c(C)noc3C)CC2)c1C	-1	80	-10	12	1.1	-12	3	0.89	-7	-0.1
CNC(=S)NCC(O)c1ccc([N+](=O)[O-])cc1 (centres undefined)	-11	101	-0.2	-1	1	1	7	1.6	-4	-0.1
Cc1cc(=O)oc2cc(OCC3CC(c4ccccc4)=NO3)ccc12 (centres undefined)	-3	106	0.2	-4	1	4	5	1.4	1	1.1
Cc1cccn2c(=O)c(C=Nc3ccccc3)c(NCCO)nc12	-1	93	0.7	8	1	-8	4	1	-1	-0.3
Cc1cc(C)c[n+](C(C)C(=O)c2ccc(-c3ccccc3)cc2)c1 (centres undefined)	0	85	-0.5	-6	1.2	6	-16	0.39	-19	-0.2
Cc1ccc(S(=O)(=O)N2CCN(C(=O)COC(=O)c3cc(C)oc3C)CC2)cc1	-4	97	1.7	-6	1	6	-4	0.85	-3	-0.1
CC1(C)Oc2ccc3ccc(=O)oc3c2/C(=C/Nc2ccccn2)C1=O	2	85	-1.4	-10	1	10	2	0.44	-5	0.1
c1ccc2oc(-c3ccc4nc[nH]c4c3)nc2c1	-4	151*	0.9	138*	0.3	-138	7	5.2*	68*	-0.1
O=C(NCc1ccccn1)c1cc(-c2ccccc2Cl)nc2ccccc12	0	103	0.2	-3	1	3	7	0.58	1	-0.1
COc1ccc2[nH]c(C)c(CCNC(=S)Nc3cccc(C)c3)c2c1	-6	106	0.5	-20	1	20	12	0.78	-4	-0.1
Cc1nn2c(=O)c(NC(=O)c3ccc(F)cc3)cnc2s1	0	100	0.3	-13	1	13	6	1.2	2	0.6
Cc1ccc2c(c1)N(CC(=O)N1CCCc3ccccc31)C(=O)C(C)O2 (centres undefined)	-7	99	0.4	19	1.1	-19	7	1.1	-5	0.6
CCOC(=O)C1(Cc2cccc(OC)c2)CCN(Cc2cc(OC)ccc2OC)CC1	1	93	-0.9	10	1	-10	10	.	-4	-0.1
CCCOC(=O)c1ccc(NS(=O)(=O)c2cccs2)cc1	1	103	-8.2	4	1	-4	4	1.3	-4	-0.3
CCCCN(c1ccccc1)c1ncnc(N)c1[N+](=O)[O-]	-3	87	-6.5	-15	1	15	0	0.75	-2	-0.1
Cc1ccc(-c2nnc(C)c(N3CCOCC3)n2)cc1	7	104	3.4	-5	1	5	8	1.3	-1	-0.2
CCOc1ccc(CN2C(=O)c3ccccc3C2=O)cc1C(=O)Nc1nnc(SCC)s1	5	95	1.1	13	1	-12	22	1.3	-2	-0.3
CCOC(=O)c1ccc(CNC(=O)CSc2nnc(-c3ccncc3)o2)cc1	-7	91	-0.8	0	1	0	14	1.3	0	0.0
COc1ccc(N2CCN(CC(=O)NC(=O)NC(C)(C)C)CC2)cc1	-12	99	-0.9	-10	1.1	10	1	1	-5	0.1
O=C(CSc1nnc2scc(-c3ccc(Cl)cc3)n12)NCc1ccco1	1	96	0.8	7	1	-7	5	1.1	-5	-0.2
C=CCSc1nc(N)c(C#N)c(-c2ccccc2)c1C#N	-4	98	0.1	-14	1	14	11	1.2	-3	0.2

An excerpt from above in order of count of non-hydrogen atoms, rising.
SMILES	Efa HMGR inh	STAT1 act	Redox H2O2 prof	APP 5'UTR act	FLuc stim CS	APP 5UTR inh	G6PDH counter	NF-kB expr up	FLuc inh counter	Hsp70 act
CNC(=S)NCC(O)c1ccc([N+](=O)[O-])cc1 (centres undefined)	-11	101	-0.2	-1	1	1	7	1.6	-4	-0.1
c1ccc2oc(-c3ccc4nc[nH]c4c3)nc2c1	-4	151*	0.9	138*	0.3	-138	7	5.2*	68*	-0.1
Cc1ccc(-c2nnc(C)c(N3CCOCC3)n2)cc1	7	104	3.4	-5	1	5	8	1.3	-1	-0.2
C=CCSc1nc(N)c(C#N)c(-c2ccccc2)c1C#N	-4	98	0.1	-14	1	14	11	1.2	-3	0.2
Cc1cccn2c(=O)c(C=Nc3ccccc3)c(NCCO)nc12	-1	93	0.7	8	1	-8	4	1	-1	-0.3
COc1ccc2[nH]c(C)c(CCNC(=S)Nc3cccc(C)c3)c2c1	-6	106	0.5	-20	1	20	12	0.78	-4	-0.1
CC1(C)Oc2ccc3ccc(=O)oc3c2/C(=C/Nc2ccccn2)C1=O	2	85	-1.4	-10	1	10	2	0.44	-5	0.1
O=C(NCc1ccccn1)c1cc(-c2ccccc2Cl)nc2ccccc12	0	103	0.2	-3	1	3	7	0.58	1	-0.1
CCOC(=O)c1ccc(CNC(=O)CSc2nnc(-c3ccncc3)o2)cc1	-7	91	-0.8	0	1	0	14	1.3	0	0.0
Cc1ccc(S(=O)(=O)N2CCN(C(=O)COC(=O)c3cc(C)oc3C)CC2)cc1	-4	97	1.7	-6	1	6	-4	0.85	-3	-0.1
CCOC(=O)C1(Cc2cccc(OC)c2)CCN(Cc2cc(OC)ccc2OC)CC1	1	93	-0.9	10	1	-10	10	.	-4	-0.1
CCOc1ccc(CN2C(=O)c3ccccc3C2=O)cc1C(=O)Nc1nnc(SCC)s1	5	95	1.1	13	1	-12	22	1.3	-2	-0.3

Other results follow.
SMILES	Efa HMGR inh	STAT1 act	Redox H2O2 prof	APP 5'UTR act	FLuc stim CS	APP 5UTR inh	G6PDH counter	NF-kB expr up	FLuc inh counter	Hsp70 act
Cc1ccc(NC(=O)COc2ncnc3sccc23)cc1S(=O)(=O)N(C)C	-3	96	-0.5	0	1	0	12	1.2	5	-0.2
CCOC(=O)c1cc(-c2ccccc2)sc1NC(=O)CN1C(=O)c2ccccc2C1=O	.	96	3.8	18	.	-18	.	.	.	-0.1
Cc1ccc(CSC(Nc2ccc(F)cc2)=C(C#N)C#N)cc1	-6	75	-0.2	-3	1.1	2	6	1.3	-7	-0.3
CCOc1ccc(C(=O)NC(=S)Nc2cccnc2)cc1[N+](=O)[O-]	-3	101	0.2	-4	1	4	3	1.1	-4	-0.3
N#CCCN(C(=O)CCl)c1cccc(Cl)c1	0	79	0.0	2	1	-2	2	0.14	-2	0.0
CC(C)Oc1ccccc1C1CC(=O)Nc2c1c(=O)n(C)c(=O)n2C (centres undefined)	-3	102	-1.6	6	1.1	-6	7	1.2	-7	-0.5
O=Nc1c(O)n(Cc2ccc(Cl)c(Cl)c2)c2ccccc12	-3	96	1.7	6	1.1	-6	6	1.2	-9	-0.5
COc1cc(/C=N/NC(=S)NCc2ccccc2)ccc1OCC#N	-2	93	-0.3	-6	1.1	6	-6	0.97	-8	-0.2
CC(C)C(C(=O)NCC1CCCO1)N(Cc1ccco1)C(=O)CNS(=O)(=O)c1ccccc1 (centres undefined)	-3	102	-2.1	5	1.1	-5	9	0.94	-6	-0.3
C/C(=N\Nc1cc(Cl)nc(C)n1)c1ccc(C)cc1	.	106	2.8	13	.	-13	.	.	.	-0.1
O=C(/C=C/c1ccccc1)NNC(=O)c1cccs1	-9	107	-0.3	3	0.9	-3	9	1.4	10	0.1
CCN(CC(=O)Nc1ccc(N2CCOCC2)cc1)C(=O)COc1ccccc1OC	4	112	-0.3	19	1	-19	-2	1.2	-4	0.3
Cc1cc(C)n(C(=O)c2ccc(NC(=O)C3COc4ccccc4O3)cc2)n1 (centres undefined)	5	105	2.0	-6	1	6	13	1.2	-2	-0.2
CC1CCc2nn(CC(=O)NCc3ccc(F)cc3)cc2C1 (centres undefined)	1	108	0.2	7	1	-7	-13	1	-4	0.1
O=C(O)Cc1ccc(C(=O)c2ccc(F)cc2)s1	-2	95	0.3	-20	1.1	20	-1	1.2	-6	-0.3
C#CCOCCOCCOCCNc1nc(N2CCN(C(=O)[C@H](Cc3ccc(O)cc3)n3cc([C@@H](N)CC(C)C)nn3)CC2)nc(N2CCN(C(=O)[C@H](Cc3ccc(O)cc3)n3cc([C@@H](N)CC(C)C)nn3)CC2)n1	2	108	0.6	1	1	-1	13	0.97	0	0.4
CCOC(=O)c1ccc(NC(=S)N(CCN2CCCCCC2)Cc2cccs2)cc1	-8	105	-2.0	-6	1	6	2	1.5	-5	-0.2
